High-throughput results as filed in PubChem BioAssay.
HEK cytotox = cytotoxic compounds in HEK 293 cells | HEK 293 viability, ATP luminescence (CellTiter-Glo), 48-72 h | AID 1345083 | Potency, µM (series often up to 115 µM), for the others: at the top dose activity change, negative = cytotoxicity, usual class: inhibitors | actives 6.6% (n = 94,000); note: potency is the fitted concentration of half-maximal effect; nearly all actives have a fitted effect of over 60% in size
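Viability of HEK 293 cells, plated at 250 cells/well, was judged by cellular ATP after compound treatment for 48 or 72 hr. Luminescence was imaged 10 min after CellTiter-Glo addition at room temperature.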
SNCA expr inh = reduces expression of the alpha-synuclein gene; HEK-293 SNCA-luciferase knock-in, luminescence, 24 h; AID 1671194; Potency, µM (top dose mostly 57.2 µM), without a hit: at the top dose activity change, negative = inhibition, usual class: inhibitors; actives 0.17% (n = 140,000);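 note: potency is the fitted concentration of half-maximal effect; plate controls were DMSO cells for no effect and cell-free wells for full effect; nearly all actives have a fitted effect of over 45% in size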
NIH3T3 tox = NIH 3T3 cell cytotoxicity; AID 1345082; actives 4.3% (n = 94,000); NIH 3T3 viability, CellTiter-Glo ATP luminescence, 48-72 h; Potency, µM (top dose mostly 96.7 µM), for inactives: at the top dose activity change, negative = cytotoxicity, most hits filed as inhibitors; note: potency is the fitted concentration of half-maximal effect; nearly all actives have a fitted effect of over 55% in size
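Cytotoxicity is measured as loss of cellular ATP: NIH 3T3 cells (400/well) are exposed to compound for 48 or 72 hr at 37 °C, then CellTiter-Glo luminescence is imaged after 10 min at room temperature.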
IP6K1 inhibitor = IP6K1 kinase inhibition; Q92551; activity change, % (series mostly up to about 58 µM); IP6K1 kinase, ADP-Glo luminescence, 2 h; hits give low values; actives 0.81% (n = 140,000); in the data active = activity change below about -25%
Target sequence (Q92551 whole entry, looked up): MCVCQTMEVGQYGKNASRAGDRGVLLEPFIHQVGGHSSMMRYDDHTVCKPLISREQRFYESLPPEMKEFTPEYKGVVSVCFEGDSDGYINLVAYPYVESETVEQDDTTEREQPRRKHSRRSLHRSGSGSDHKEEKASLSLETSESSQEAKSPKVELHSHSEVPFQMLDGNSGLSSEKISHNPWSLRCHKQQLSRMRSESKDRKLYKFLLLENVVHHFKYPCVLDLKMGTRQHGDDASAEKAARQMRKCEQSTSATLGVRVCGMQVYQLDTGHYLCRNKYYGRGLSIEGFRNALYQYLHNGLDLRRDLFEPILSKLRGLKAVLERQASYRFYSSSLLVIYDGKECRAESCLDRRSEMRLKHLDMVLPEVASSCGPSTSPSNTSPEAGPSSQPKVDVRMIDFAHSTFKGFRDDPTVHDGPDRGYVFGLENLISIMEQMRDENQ
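ADP-Glo luminescence measures ADP made by human IP6K1 during a 2 h RT reaction with ATP/IP6 (mix at 1.3 mM/130 uM); top library doses 57.5 and 19.1 uM final.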
HEK293 viab = reduces viability of HEK-293 SNCA reporter cells; HEK-293-SNCA-luc viability, GF-AFC fluorescence, 24 h; Potency, µM (series often up to 57.1 µM), without a hit: at the highest dose activity change, negative = cytotoxicity, most hits filed as cytotoxic; actives 0.12% (n = 150,000); AID 1671193;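 note: potency is the fitted concentration of half-maximal effect; 0% = DMSO-treated cells and -100% = medium-only wells without cells; nearly all actives have a fitted effect of over 30% in size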
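Cytotoxicity counterscreen: after 24 h compound treatment of genome-edited SNCA-luciferase HEK-293 cells, live-cell protease substrate GF-AFC read by fluorescence after 30 min; activity scaled between DMSO (0%) and medium-only (-100%), curves Hill-fitted.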
GPT2 inh = inhibitors of human GPT2 alanine aminotransferase; Q8TD30; Recombinant GPT2, coupled pyruvate oxidase/HRP Amplex Red fluorescence; Potency, µM (titrated, usually from 57.7 µM), for the others: top-dose activity change, negative = inhibition, actives largely listed as inhibitors; actives 0.25% (n = 100,000); note: potency is the fitted concentration of half-maximal effect; nearly all actives have a fitted effect of over 60% in size; many of its hits are not listed in these tables
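Recombinant GPT2 (10ng/uL) with 250uM a-KG and 2mM L-alanine, 30 min at room temperature, in HEPES pH 7.5 buffer. Pyruvate detected by pyruvate oxidase/HRP/Amplex Red fluorescence after 30 min in the dark; AOA (50uM) as positive control.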
FLuc inh = inhibitors of firefly (Photinus pyralis) luciferase; P08659; Potency, µM (titrated, usually from 115 µM), without a hit: at the highest dose activity change, negative = inhibition, actives largely listed as inhibitors; purified P. pyralis luciferase, luminescence, biochemical; AID 1347043; actives 2.5% (n = 76,000); note: potency is the fitted concentration of half-maximal effect; nearly all actives have a fitted effect of over 65% in size
Target sequence (P08659 whole entry, looked up): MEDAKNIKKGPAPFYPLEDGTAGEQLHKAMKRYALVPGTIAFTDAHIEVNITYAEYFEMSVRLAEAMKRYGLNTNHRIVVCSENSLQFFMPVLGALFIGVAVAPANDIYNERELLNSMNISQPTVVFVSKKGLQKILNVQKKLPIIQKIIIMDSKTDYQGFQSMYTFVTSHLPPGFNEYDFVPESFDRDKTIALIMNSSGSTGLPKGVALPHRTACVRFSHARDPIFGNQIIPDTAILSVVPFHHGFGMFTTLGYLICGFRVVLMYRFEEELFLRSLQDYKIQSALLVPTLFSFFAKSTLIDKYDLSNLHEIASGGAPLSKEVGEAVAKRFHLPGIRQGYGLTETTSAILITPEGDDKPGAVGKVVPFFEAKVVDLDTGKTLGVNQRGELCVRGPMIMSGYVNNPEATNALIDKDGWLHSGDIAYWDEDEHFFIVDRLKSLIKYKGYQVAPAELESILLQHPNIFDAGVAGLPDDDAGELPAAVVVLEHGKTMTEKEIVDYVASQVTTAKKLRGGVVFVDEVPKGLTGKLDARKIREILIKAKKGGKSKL
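Luminescence read by CCD imaging after purified firefly luciferase (10nM final) was added to substrate buffer holding 10uM D-luciferin and 10uM ATP, pH 7.5, pre-dosed with compound.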
An asterisk follows results filed as active; i = inactive; ? = inconclusive; . = not tested or not shown; [ ] = dose if it differs, or a comment. Unless noted, calls come from the whole dose curve; as a rule, active = well fitted curve in the direction sought with a large enough effect; inconclusive = small, poorly fitted or top-dose-only effect, or another doubt; inactive = no such curve, though single readings can be large; an effect the other way counts as inactive or inconclusive. Unless noted, % is set by controls: 0 for no effect and ±100 for the full control effect.

mol,HEK cytotox,SNCA expr inh,NIH3T3 tox,IP6K1 inhibitor,HEK293 viab,GPT2 inh,FLuc inh
O=C(Nc1ccc(Cl)cc1)NC1CCN(Cc2ccc(-c3ccsc3)cc2)C1 (stereo not given),?,7%,?,-6,2%,i,.
CC(=O)Nc1nonc1-c1nnc(SCc2ccccc2Cl)n1C,.,38%[activator],.,15,9%,.,.
Cc1ccc(N2CC(C(=O)NCCS(=O)(=O)N3CCN(c4ccccc4)CC3)CC2=O)cc1C (stereo not given),.,19%,.,2,-8%,.,.
C=CCCOC(=O)N1CC(=O)N(Cc2cccc(F)c2)CC(O)C1 (stereo not given),i,.,?,11,.,.,.
O=C(c1ccno1)N1CCOC[C@H](Oc2ccc(C(F)(F)F)cn2)C1,-11%[172 µM],-2%[87.6 µM],-6%[138 µM],10,-1%[87.6 µM],-9%[88.5 µM],-6%[172 µM]
CS(=O)(=O)CC(=O)Nc1ccccc1C(=O)NCc1ccccn1,?,9%,?,4,5%,-22%,-12%
CCOCCCNC(=O)C1CCCCc2nnc(-c3ccccc3)n21 (stereo not given),-1%,20%,-15%,7,3%,i,.
COc1ccc(C(=O)NCc2nnc3cc(-c4nc(C(C)C)no4)ccn23)cc1F,-33%,1%,-10%,33,3%,i,0%
Cc1ccc(Cl)cc1NC(=O)c1cnc(N2CCCCC2)c2ccccc12,.,9%,.,27,12%,.,.
COc1ccc(-c2cccc(C(=O)N3CCC(NC(=O)c4c(C)noc4C)CC3)c2)nn1,-17%,.,-26%,8,.,.,.
O=C(CC1CCCN(c2cnn(CC3CC3)c(=O)c2)C1)NCCc1c[nH]c2ccccc12 (stereo not given),79µM*,7%,?,16,-2%,i,7%
COc1ccc(NC(=O)Cn2c(-c3ccc(Cl)cc3)nc(C)cc2=O)cc1OC,?,-3%,-12%,-6,-6%,-2%,7%
CCC(=O)N1CCCCC1c1noc(COCCOC)n1 (stereo not given),-3%,0%,-15%,17,11%,i,3%
Cc1c(Cl)cccc1NC(=O)CN1C(=O)COc2ccc(S(=O)(=O)N3CCOCC3)cc21,.,8%,.,9,-14%,.,.
CCCC(=O)Nc1cc(C2CC2)nn1-c1ccccc1,-23%[172 µM],9%[87.6 µM],-15%[138 µM],-4,9%[87.6 µM],?,.
O=C(NCC1CC1)c1cn(C2CN(C(=O)Nc3ccccc3)C2)nn1,4%,-18%,-6%,10,6%,i,-7%
COc1ccccc1NC(=O)Nc1ccnn1C1CCN(C(=O)CO)CC1,-22%,11%,-17%,10,-1%,0%,-6%
COC[C@@H]1CN(C(=O)c2ccc(C)[nH]c2=O)C[C@H]1c1ccncc1,1%,8%,5%,-10,-3%,i,-9%
COc1ccc(OC)c(S(=O)(=O)N2CCC(C(=O)N3CCCCCCNC(=O)CC3)CC2)c1,i,-5%,-10%,-11,9%,2%,5%
NCCC1CCN(C(=O)Nc2ccccc2)CC1,-5%,-1%,i,0,-1%,-8%,-4%
O=C1CC(C(=O)N2CCc3c(Cl)cccc3C2)CN1Cc1cccnc1 (stereo not given),?,-20%,-19%,-6,4%,i,-5%
CCN1c2cc(C(=O)NCCc3ccccc3)ccc2C(=O)N2CCCCCC21 (stereo not given),?,33%[activator],-39%,43,?,i,-11%
Cc1ccc(-c2cc3c(ccn3C)c(C(=O)NCCc3cnc[nH]3)n2)cn1,?,16%[87.6 µM],28µM*,-4,-6%[87.6 µM],-13%[88.5 µM],4%[172 µM]
O=C(C1CCCN1C(=O)c1ccc(F)cc1)N1CCC(N2Cc3ccccc3C2=O)CC1 (stereo not given),-2%,8%,2%,-14,-8%,i,.
CCn1nc(CNC(=O)C2CCC(=O)N(C3CCCC3)C2)c2ccccc21 (stereo not given),-13%,25%,-4%,-3,3%,2%,9%

Continuation.
Molecule	HEK cytotox	SNCA expr inh	NIH3T3 tox	IP6K1 inhibitor	HEK293 viab	GPT2 inh	FLuc inh
Cn1ncc2c(C(=O)Nc3cccc(Cl)c3)cc(-c3ccc(Cl)nc3)nc21	?	-32%	?	-5	-17%	i	.
COc1ccc(NC(=O)C2CC(=O)N(c3n[nH]c4cccc(F)c34)C2)cc1 (stereo not given)	-5%	0%	?	7	2%	i	-5%
CC(C)=CCCC(C)=CCCC(C)=CCSc1ccccc1C(=O)O	.	-20%	.	.	?	i	.
CCC(C)NC(=O)C1COC2(CCN(C(=O)C3CC3)CC2)N1C(=O)c1ccccc1 (stereo not given)	-16%	-4%	-15%	30	-2%	i	-3%
CCOc1ccc(N(CC(=O)Nc2cc(C)ccc2C)S(=O)(=O)c2c(C)[nH]c(=O)[nH]c2=O)cc1	.	3%	.	-7	-7%	.	.
Cn1cnc(S(=O)(=O)N2CCCCCCNC(=O)[C@@H]3CCC[C@@H]32)c1	-11%	?	2%	-3	-2%	i	5%
COc1ccc(C)cc1NC(=O)Cn1c(=O)oc2cc(S(=O)(=O)N3CCCCCC3)ccc21	.	-6%	.	26	13%	.	.
Cc1cnc(-c2ccccc2)n1CCNC(=O)NCc1ccccc1	i	4%	-4%	1	-1%	i	-5%
CCCN(CCC)C(=O)C1CCCN(c2ncnc3c2nc2n3CCCCC2)C1 (stereo not given)	.	8%	.	25	?	.	.
COc1ccc(Cl)cc1C(=O)N1CC[C@@H]2CN(S(C)(=O)=O)[C@@H]2C1	0%	2%	-10%	26	-6%[12.5 µM]	i	7%
CC(C)NC(=O)N1CC[C@H](N=C2Nc3cc(F)ccc3N(CC(F)F)c3ccc(Cl)cc32)C1	.	.	.	-5	6%[12.5 µM]	i	.
COCCN1C(=O)[C@@H]2C[C@@H](CN2Cc2ccccc2F)Oc2ccccc21	?	-18%[87.6 µM]	-10%[138 µM]	6	1%[87.6 µM]	4%[88.5 µM]	-4%[172 µM]
Cc1ccc(S(=O)(=O)N2CCC(C(=O)Nc3ccc(Oc4ccccc4)cc3)CC2)cc1	.	9%	.	-21	-3%	.	.
CSCC[C@H](NC(=O)[C@H](CCSC)NC(=O)CNC(=O)[C@H](Cc1ccc(O)cc1)NC(=O)[C@H](Cc1ccccc1)NC(=O)[C@H](CCCN=C(N)N)NC(=O)[C@H](CC(=O)O)NC(=O)[C@@H]1CCCN1C(=O)[C@H](CC(=O)O)NC(=O)[C@@H]1CCCN1C(=O)[C@@H]1CCCN1C(=O)[C@@H](N)CC(=O)O)C(N)=O	.	.	.	-7	0%[23.9 µM]	i	.
Cc1ccc(NC(=O)N2CCC(n3c(C)cnc3C3CCOCC3)CC2)cc1C	-4%	21%	-1%	-2	-2%	i	2%
COc1ccc([C@@H](NC(=O)CN2CCCCCC2=O)C2CC(O)C2)cc1F (stereo not given in full)	4%	-40%	1%	-8	0%	1%	-5%
CCc1ccc(CN(Cc2ccco2)c2cnc(S(C)(=O)=O)nc2C(=O)Nc2cccc(C)c2)cc1	.	-8%	.	-18	1%	.	.
CCCCCOc1ccc(C2SC(=O)NC2=O)cc1OCC (stereo not given)	.	83%[activator][25.6 µM]	.	-20	1%	-28%	.
CC1=C(C(=O)N2CCN(c3cccc(C)c3C)CC2)C2(CCCCC2)OC1=O	.	3%	.	25	11%	.	.
O=[S+]([O-])(c1ccccc1)N1CC2(COCCN(Cc3ccc(F)cc3F)C2)C1	?	5%[87.6 µM]	?	6	-11%[87.6 µM]	-41%[88.5 µM]	-17%[172 µM]
COCCCn1c(CN(C)CCc2ccccc2)cnc1S(=O)(=O)C1CCCC1	?	-26%	?	-5	0%	-10%	-11%
Cc1cc(C)cc(C(=O)NC2CCN(c3cnn(C)c(=O)c3)CC2)c1	?	-11%	40µM*	16	-15%	i	-6%
Cc1cc(C)c2oc(C(=O)Nc3ccc(S(=O)(=O)Nc4nccc(C)n4)cc3)cc(=O)c2c1	.	6%	.	-6	6%	.	.
O=C(NCc1ccccc1-c1ccccc1)c1cn(Cc2ccc(F)cc2)nn1	-14%	-6%	-25%	8	0%	i	-15%
COc1ccc(-n2nnc(-c3nsc(NC(=O)c4cccs4)n3)c2C)cc1OC	.	111%[activator]	.	12	7%	.	.
CCc1ccc2c(c1)NC(c1ccc(C)cc1)=NC(c1cccs1)=N2	.	54%[activator]	.	13	-20%	.	.
O=C1NC(=NC2CCCCC2)C2(CCN(S(=O)(=O)c3cccs3)CC2)N1c1cc(F)cc(F)c1	-15%	-25%	-7%	-8	-9%	i	.
COC[C@H]1CCCN1Cc1nc(C2(O)CCN(C)CC2)cs1	-5%[172 µM]	1%[87.6 µM]	i	17	-6%[87.6 µM]	?	-2%[172 µM]
COc1ccc(OC2CCN(C(C)=O)CC2)c(C(=O)NCCc2ccccc2OC)c1	-20%	1%	?	22	4%	?	-11%

Three entries from above in another layout:
Values in the order – HEK cytotox | SNCA expr inh | NIH3T3 tox | IP6K1 inhibitor | HEK293 viab | GPT2 inh | FLuc inh
COC[C@H]1CCCN1Cc1nc(C2(O)CCN(C)CC2)cs1
  -5%[172 µM] | 1%[87.6 µM] | i | 17 | -6%[87.6 µM] | ? | -2%[172 µM]
COc1ccc(-n2nnc(-c3nsc(NC(=O)c4cccs4)n3)c2C)cc1OC
  . | 111%[activator] | . | 12 | 7% | . | .
CCc1ccc2c(c1)NC(c1ccc(C)cc1)=NC(c1cccs1)=N2
  . | 54%[activator] | . | 13 | -20% | . | .

Quoted at random: two entries already listed
Molecule	HEK cytotox	SNCA expr inh	NIH3T3 tox	IP6K1 inhibitor	HEK293 viab	GPT2 inh	FLuc inh
COC[C@H]1CCCN1Cc1nc(C2(O)CCN(C)CC2)cs1	-5%[172 µM]	1%[87.6 µM]	i	17	-6%[87.6 µM]	?	-2%[172 µM]
O=C1NC(=NC2CCCCC2)C2(CCN(S(=O)(=O)c3cccs3)CC2)N1c1cc(F)cc(F)c1	-15%	-25%	-7%	-8	-9%	i	.

A portion of the library; the hit share may differ from the screen's.
